PostGolgi ctrl – growth inhibition of yeast control strain, primary screen, counter-screen for post-Golgi transport modulator project; inhibition, % at 10 µM; AID 738, 2007; efflux-deficient yeast background strain, growth absorbance A615, 16 h; 98,000 tested, 5% active
PostGolgi yeast – phenotypic screen on post-Golgi transport, primary screen. post-Golgi transport phenotypic cell assay. inhibition, % at 10 µM. 98,000 tested, 0.9% active. AID 739, 2007;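 further: yeast cells grown in 1536-well plates; yeast grown about 18 h at 30C before absorbance read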
EphB4 antag – EphB4-ephrin-B2 interaction antagonists, primary screen, biochemical, TNYL-RAW peptide probe, fluorescence polarization | Ephrin type-B receptor 4 (Homo sapiens), P54760 | EphB4 LBD / TNYL-RAW-Alexa532 peptide | inhibition, % at 7 µM | 97,000 tested, 0.15% active | AID 720, 2007;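 active means inhibition above the screen-wide mean inhibition plus 3 SD, cut at about 15% in these data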;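 further: 0% = DMSO wells and 100% = excess unlabeled TNYL-RAW peptide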
FAK inh – FAK kinase inhibitors, primary screen, biochemical. Focal adhesion kinase 1 (Homo sapiens), Q05397. biochemical FAK kinase activity assay. inhibition, %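 (tested at 7 µM)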. 97,000 tested, 0.84% active. AID 727, 2007; in the data active means inhibition above about 19%;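 further: 0% = DMSO and 100% = reference compound high control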
Target sequence (Q05397 whole entry, looked up): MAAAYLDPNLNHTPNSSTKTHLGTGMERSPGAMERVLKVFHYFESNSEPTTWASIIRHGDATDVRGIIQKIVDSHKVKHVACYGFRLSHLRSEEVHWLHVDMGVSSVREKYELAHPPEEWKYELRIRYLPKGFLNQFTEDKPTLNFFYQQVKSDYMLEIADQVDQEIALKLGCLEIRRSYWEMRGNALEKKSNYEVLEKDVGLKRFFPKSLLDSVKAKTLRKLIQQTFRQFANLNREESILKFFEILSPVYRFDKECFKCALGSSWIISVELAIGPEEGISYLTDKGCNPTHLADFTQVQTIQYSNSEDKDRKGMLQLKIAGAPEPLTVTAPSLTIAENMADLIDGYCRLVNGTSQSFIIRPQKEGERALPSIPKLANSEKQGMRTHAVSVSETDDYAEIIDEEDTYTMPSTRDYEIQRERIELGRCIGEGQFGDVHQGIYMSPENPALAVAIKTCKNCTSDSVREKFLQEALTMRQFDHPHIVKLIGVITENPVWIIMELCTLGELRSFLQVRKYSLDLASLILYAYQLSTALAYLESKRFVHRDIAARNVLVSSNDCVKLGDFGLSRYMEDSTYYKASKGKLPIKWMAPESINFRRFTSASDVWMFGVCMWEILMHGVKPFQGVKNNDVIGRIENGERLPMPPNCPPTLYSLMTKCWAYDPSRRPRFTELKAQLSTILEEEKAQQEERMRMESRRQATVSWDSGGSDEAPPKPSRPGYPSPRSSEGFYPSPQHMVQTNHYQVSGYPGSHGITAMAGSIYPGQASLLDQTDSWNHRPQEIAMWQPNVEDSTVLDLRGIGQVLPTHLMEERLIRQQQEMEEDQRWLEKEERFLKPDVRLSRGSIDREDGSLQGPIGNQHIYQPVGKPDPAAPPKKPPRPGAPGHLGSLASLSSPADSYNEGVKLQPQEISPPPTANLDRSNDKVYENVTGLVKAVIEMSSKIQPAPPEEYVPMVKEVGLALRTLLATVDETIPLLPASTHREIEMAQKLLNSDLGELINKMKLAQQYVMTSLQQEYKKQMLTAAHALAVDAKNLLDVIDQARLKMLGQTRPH
S1P2 blocker – human S1P2 receptor antagonists, primary screen, cell-based; Sphingosine 1-phosphate receptor 2 (Homo sapiens), O95136; cell-based S1P2 antagonist assay, inhibition at 5 uM; inhibition, % at 5 µM; 97,000 tested, 0.21% active; AID 736, 2007; in the data active means inhibition above about 45%;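 further: CRE beta-lactamase reporter cells expressing human S1P2 stimulated with S1P; 0% = agonist at EC80 alone and 100% = agonist plus reference antagonist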
Rev-RRE block – HIV-1 Rev-RRE binding inhibitors, primary screen, biochemical, FRET, protein-RNA interaction; P05866; Rev peptide-RRE RNA binding; inhibition, % at 8 µM; 97,000 tested, 0.79% active; AID 704, 2007;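 active means inhibition above the screen-wide mean plus 3 SD, cut at about 35% in these data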;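 further: 0% = median DMSO wells and 100% = median Neomycin B control wells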
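Test system – labelled RRE RNA duplex and labelled Rev peptide · Signal – fluorescein-to-Cy5 FRET, 480 nm excitation · Evaluation – % inhibition of FRET ratio versus controls · Benchmarks – DMSO low control, neomycin B high control · Incubation – 5 min RNA-compound premix plus 15 min binding step, 25 °C · Medium – HEPES pH 7.5 salt buffer with EDTA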
PTPN22 inh 2 – PTPN22 phosphatase inhibitors, primary screen, biochemical, DiFMUP fluorescence, 2 µM; Tyrosine-protein phosphatase non-receptor type 22 (Homo sapiens), Q9Y2R2; recombinant LYP catalytic domain; inhibition, % at 2 µM; 96,000 tested, 0.21% active; AID 640, 2007;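 active means inhibition at 2 µM at or above a set limit, the screen mean plus 3 SD, cut at about 24% in these data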;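 further: 0% = DMSO with enzyme and 100% = enzyme fully blocked by orthovanadate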
S1P2 ag – S1P2 receptor agonists, primary screen, cell-based; Sphingosine 1-phosphate receptor 2 (Homo sapiens), O95136; S1P2-expressing cell line, agonist reporter read-out; activation, % at 4.5 µM; 97,000 tested, 0.46% active; AID 729, 2007; in the data active means activation above about 16%;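 further: 0% = vehicle low control and 100% = maximal reference agonist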
PTPN22 act – LYP phosphatase activators, primary screen, biochemical, DiFMUP fluorescence, 2 µM | 96,000 tested, 0.11% active | activation, % at 2 µM | recombinant LYP; 0 = plate median, 100 = signal doubled;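 active means activation at 2 µM above a set limit, the mean plus 5 SD, cut at about 37% in these data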
Active calls of the source: *; . = no result given. Unless noted, no stated cut-off is given here; in the data, active means inhibition above about 30%; inactive means the rest.

SMILES	PostGolgi ctrl	PostGolgi yeast	EphB4 antag	FAK inh	S1P2 blocker	Rev-RRE block	PTPN22 inh 2	S1P2 ag	PTPN22 act
O=C(NCC(=O)N(c1ccccc1)C(C(=O)NC1CCCCC1)c1ccncc1)c1ccco1 (stereo not drawn)	9.9	3.2	6.7	4.9	9.9	6.1	-1.9	-2.7	-0.6
Cc1ccccc1OC(=O)C1C(c2ccccc2)C(C(=O)O)C1c1ccccc1 (stereo not drawn)	-2.2	8.7	5.8	-4.0	-19.0	6.3	4.3	-3.7	-2.9
COc1ccc(CCNc2nc(N3CCCCC3)nc(N3CCCCC3)n2)cc1OC	32.0*	4.2	6.0	-1.1	-7.3	8.6	8.3	-3.0	-8.8
O=C1/C(=C\c2ccc(-c3ccccc3[N+](=O)[O-])o2)C(c2ccccc2)=NN1c1ccccc1	.	.	-1.5	2.5	-4.2	1.6	4.3	-2.0	-5.0
O=C(NCc1ccc(Cl)cc1)c1cc2c(nc3sccn32)s1	26.4	5.2	2.4	-0.4	15.2	15.5	-2.0	-11.7	-1.2
S=C(Nc1ccccc1)N1CCCCC1	-1.0	9.8	-1.7	-1.1	-7.3	1.8	-0.7	-3.9	3.4
CC1(C(=O)c2ccccc2)C2c3c(ccc4ccccc34)OC(=O)C21C(=O)N1CCOCC1 (stereo not drawn)	46.4*	6.0	4.9	-1.3	-3.7	0.3	5.0	-2.7	-0.3
CCCC(=O)NCCc1nc2ccccc2n1CCC	2.3	-8.7	5.2	1.7	4.9	7.6	1.1	-5.5	-1.7
O=C(c1ccccc1Nc1ccc(SC(F)F)cc1)N1CCCCC1	14.3	-6.4	-9.3	-2.6	-27.1	4.0	-5.4	-0.7	9.9
Cc1cc(C)nc(SCC(=O)c2ccc(O)cc2O)n1	4.2	5.5	-0.1	1.1	19.1	2.7	5.7	-6.8	-8.8
CCC(Oc1ccccc1)C(=O)N1CCN(CC)CC1 (stereo not drawn)	4.7	0.2	-11.6	0.3	17.6	4.4	0.8	-1.1	0.2
Cc1cccc(C(=O)O/N=C/c2c(Cl)n(C)c3ccccc23)c1	3.3	-8.3	-0.3	-2.6	11.8	5.2	7.6	-2.6	-3.8

Compounds above that contain a halogen (3):
SMILES	PostGolgi ctrl	PostGolgi yeast	EphB4 antag	FAK inh	S1P2 blocker	Rev-RRE block	PTPN22 inh 2	S1P2 ag	PTPN22 act
O=C(NCc1ccc(Cl)cc1)c1cc2c(nc3sccn32)s1	26.4	5.2	2.4	-0.4	15.2	15.5	-2.0	-11.7	-1.2
O=C(c1ccccc1Nc1ccc(SC(F)F)cc1)N1CCCCC1	14.3	-6.4	-9.3	-2.6	-27.1	4.0	-5.4	-0.7	9.9
Cc1cccc(C(=O)O/N=C/c2c(Cl)n(C)c3ccccc23)c1	3.3	-8.3	-0.3	-2.6	11.8	5.2	7.6	-2.6	-3.8

Next part
SMILES	PostGolgi ctrl	PostGolgi yeast	EphB4 antag	FAK inh	S1P2 blocker	Rev-RRE block	PTPN22 inh 2	S1P2 ag	PTPN22 act
COCC(=O)Nc1nnc(Cc2ccc(OC)c(OC)c2)s1	1.2	2.8	5.3	2.3	7.8	8.3	-4.7	-5.2	2.7
O=C(OC1CCCCC1)c1ccc(NC(=O)c2ccco2)cc1	29.3	-6.3	2.4	3.4	-8.3	16.1	1.9	-2.2	-2.0
COC(=O)c1ccc(NC(=O)c2ccc(C)cc2)o1	-4.6	-9.0	8.9	-4.1	7.6	3.2	-4.0	-4.2	6.5
Cc1ccc(SCCNC(=O)c2ccc(C)c(S(=O)(=O)Nc3cccc(C)c3)c2)cc1	25.2	-9.7	-4.9	1.0	19.0	9.4	5.1	-7.7	-0.1
CCCC(=O)NC(C)C(c1cccs1)N1CCN(c2ccccc2)CC1 (stereo not drawn)	.	.	2.0	-1.0	-6.1	6.8	-8.3	-5.3	2.4
CC(=O)N1CCN(c2ccc(NC(=O)c3ccc4c(c3)OCO4)cc2)CC1	-12.7	1.0	-2.5	-0.2	-1.0	6.5	1.2	-6.7	-3.3
Cc1cc(C(=O)CSc2nc3ccccc3n2C)c(C)n1C	10.5	7.2	2.1	0.8	-12.4	-0.3	-3.7	-5.7	3.7
O=P(OC1CCS(=O)(=O)C1)(c1ccccc1)c1ccccc1 (stereo not drawn)	3.9	3.0	-5.5	-5.4	-10.1	-0.3	-9.4	-3.7	8.6
Cc1cc(C)n(-c2nncn2NC(=O)c2ccc(Cl)cc2O)n1	6.3	-7.8	1.3	0.8	14.1	0.7	-4.8	-7.0	2.9
Oc1ccccc1CNCCCNCc1ccccc1O	-4.0	7.6	-5.0	0.8	12.8	2.4	-4.7	-2.8	9.0
CN(C)S(=O)(=O)c1cccc(-c2nnc(-c3ccccc3)o2)c1	0.7	-18.9	-2.9	-1.6	-16.6	-1.4	10.3	-1.5	-11.2
O=C(Cn1cnc2c(cnn2-c2ccc(Cl)cc2)c1=O)NCCc1ccccc1	-3.4	-9.3	-1.4	2.9	2.1	1.8	-0.5	-3.9	0.2
O=C(COc1ccc(Br)cc1Br)NC(=S)N1CCCc2ccccc21	-0.4	5.8	3.4	1.5	11.9	-0.7	-4.5	-3.6	0.3
Cc1ccc(C)c(S(=O)(=O)C(C#N)c2nc3ccccc3nc2N2CC(C)OC(C)C2)c1 (stereo not drawn)	10.7	-2.1	0.9	-6.8	-8.7	5.1	-0.7	-2.7	-3.4
CCn1c2ccccc2c2nnc(SCC(=O)Nc3cc(C)on3)nc21	8.9	-0.3	0.8	-2.7	6.4	1.5	3.6	-1.7	-6.0
Oc1ccccc1/C=N/n1cnnc1	1.8	1.9	-7.5	-1.6	9.8	11.9	-7.3	-2.9	8.3
Cc1ccc(OCC(=O)N/N=C/c2cn[nH]c2-c2ccc(Cl)c(Cl)c2)cc1	7.9	-5.5	-2.6	-0.8	10.6	10.1	8.8	-2.6	-6.4
CCN1C(=O)/C(=C/c2cccs2)SC1=Nc1ccc(OC)cc1	14.0	2.9	-9.8	-4.7	-16.6	5.8	-12.7	-1.4	15.4
O=c1oc2ccccc2c(Nc2ccc3ccccc3c2)c1[N+](=O)[O-]	18.2	-8.3	7.7	23.8*	-5.3	8.8	3.7	-2.3	-3.8
CCOC(=O)C(NS(=O)(=O)c1ccc(Br)cc1)C(C)C (stereo not drawn)	9.3	8.5	-7.0	-2.0	-5.8	2.0	-10.2	-4.4	7.7
CC(C)(C)OC(=O)N[C@@H](Cc1ccccc1)c1nnc(S(=O)(=O)Cc2cccc(F)c2)o1	22.1	17.6	-1.1	-5.9	7.2	4.9	0.8	-5.5	-3.5
CCc1ccccc1S(=O)(=O)Cc1ccc(C(=O)NC(C)C)o1	.	.	4.5	2.9	3.2	5.8	12.6	-6.6	-15.0
O=C1CCc2cc(S(=O)(=O)NC(C(=O)NCc3cccnc3)c3ccccc3)ccc2N1 (stereo not drawn)	1.0	-5.8	-8.3	-3.7	3.2	3.1	-2.0	-8.8	-1.0
CNC(=O)CN(c1cc(C)ccc1OC)S(=O)(=O)c1ccc(C)cc1	2.2	2.5	9.3	6.3	21.7	3.1	10.1	-6.3	-4.3
COc1ccc(S(=O)(=O)NCc2ccc(C)cc2)cc1	12.1	-2.6	1.9	-0.2	-10.7	4.5	8.8	-5.8	-7.8
CC1CCN(S(=O)(=O)c2ccc(NC(=O)N3c4ccccc4Sc4ccccc43)cc2)CC1	21.5	-2.0	-7.7	0.3	8.8	0.8	4.0	-5.8	-6.0
CCSc1nc2c(c(=O)n1-c1ccc(F)cc1)SCC2	.	.	4.3	-0.1	-2.9	6.9	-2.2	-5.6	3.6
O=c1c2ccccc2cnn1-c1ccc(Br)cc1	15.7	-1.6	-1.8	2.7	9.5	5.7	1.7	-5.4	0.0
Cc1ccc2[nH]c(-c3ccccc3)c(CN3CCOCC3)c(=O)c2c1	-5.1	-2.5	-7.8	0.2	0.1	6.7	3.6	-1.1	-3.2
CC1CC(C)CN(C(=O)CSc2nnc(-c3ccc(F)cc3)o2)C1 (stereo not drawn)	9.2	-1.5	1.4	-1.6	0.1	9.0	6.9	-3.3	-9.6
CCOC(=O)C(NC(=O)Cc1ccccc1)(Nc1cc(C)on1)C(F)(F)F (stereo not drawn)	.	.	5.0	1.0	12.3	1.4	-12.7	-4.0	9.5
CCOC(=O)CNC(=O)CSc1ncnc2c1nnn2-c1ccc(F)cc1	-0.3	-4.2	-8.6	-4.8	-4.8	7.9	4.7	-3.6	-6.3
COc1ccc(CNS(=O)(=O)c2ccc3oc(C(=O)O)c(C)c3c2)cc1	0.3	-4.8	-5.2	-7.0	-13.8	1.8	-3.2	-7.7	7.2
c1ccc(Cc2nnc3n2CCCCC3)cc1	7.7	13.0	0.7	1.6	5.7	2.9	-8.0	-3.5	7.2
CC1CCN(S(=O)(=O)c2ccc(NC(=O)Cn3nnc(-c4ccccc4F)n3)cc2)CC1	8.6	-4.6	-5.3	19.2*	-0.8	14.7	-8.1	-3.5	10.6
CCCCOCC(O)CN1CCN(C(C)=O)CC1 (stereo not drawn)	4.8	2.2	0.2	-2.4	2.5	9.7	-6.5	-2.6	4.2
COc1ccc(-c2cn3c(C)c(C(=O)N4CCCc5ccccc54)sc3n2)cc1	.	.	-6.0	-2.6	-2.2	-6.0	-1.8	-9.0	-1.0
COC(=O)c1cc2ccsc2n1Cc1nc(-c2cccc(Cl)c2)oc1C	5.0	-1.7	2.0	0.3	7.2	16.5	-2.8	-5.5	-0.5
Cc1ccc(Nc2nnc(SCn3nnc4ccccc4c3=O)s2)cc1	23.0	-3.8	-6.8	0.8	-21.2	-3.3	-10.0	-0.1	9.6
COc1ccc(S(=O)(=O)N(C)CC(=O)Nc2ccccc2OC)cc1	6.0	-1.1	-7.2	-0.2	-21.7	0.6	-35.1	-4.9	33.8
CN(C)CCn1c(=S)[nH]c2ccccc2c1=O	1.4	-0.2	-3.9	0.3	-19.7	9.6	-8.2	-1.2	4.5
CCN(CC)S(=O)(=O)c1cc(C(=O)Nc2cc(Cl)ccc2N2CCN(C)CC2)ccc1Cl	16.4	3.6	7.8	0.1	-29.1	12.5	-14.2	4.5	12.6
Cn1cnnc1SC1CCCCC1NS(=O)(=O)c1ccc(Cl)cc1 (stereo not drawn)	.	.	-6.8	-1.9	-20.8	1.8	1.8	-1.8	-1.4
COc1ccc(C(=O)OCCN2CCOCC2)cc1OC	4.8	9.8	0.0	0.8	-7.5	8.1	1.5	-4.2	-3.8
COCCCN1C(=O)C(O)=C(C(=O)c2ccco2)C1c1cccc(Br)c1 (stereo not drawn)	1.1	-16.9	5.1	2.0	13.7	5.3	3.5	-5.4	-4.5
COc1ccc(CCN(Cc2nc3ccccc3c(=O)[nH]2)C(=O)c2ccco2)cc1OC	12.4	26.1	1.8	-0.5	-19.3	-0.2	-0.6	-5.2	-1.6
CCc1cc2ccc(C)cc2nc1SCC(=O)N1CCN(C(=O)c2ccco2)CC1	9.9	1.9	4.5	-0.1	-7.8	8.8	3.5	-6.4	-6.6
COC(=O)CN(n1cnnc1)S(=O)(=O)c1ccccc1Cl	9.9	-0.6	1.4	-1.8	-3.9	14.9	5.4	0.0	-3.5
CN(C)/C=N/C(=S)Nc1ccc(Br)cc1F	15.4	1.1	2.5	-2.3	-11.6	9.1	7.2	-8.7	-10.3
CC(C)(C)c1ccccc1OCCOCCSc1ncccn1	2.6	-6.7	-4.4	-0.4	-8.9	23.2	2.8	-2.6	-1.8

Screens: PubChem, several laboratories
